TNAP Pi inh: blocks human TNAP phosphate release. purified TNAP, pNPP, malachite green phosphate absorbance. inhibition, % at 20 µM. 21,000 tested, under 10 active. AID 614
Target sequence (P05186 whole entry, looked up): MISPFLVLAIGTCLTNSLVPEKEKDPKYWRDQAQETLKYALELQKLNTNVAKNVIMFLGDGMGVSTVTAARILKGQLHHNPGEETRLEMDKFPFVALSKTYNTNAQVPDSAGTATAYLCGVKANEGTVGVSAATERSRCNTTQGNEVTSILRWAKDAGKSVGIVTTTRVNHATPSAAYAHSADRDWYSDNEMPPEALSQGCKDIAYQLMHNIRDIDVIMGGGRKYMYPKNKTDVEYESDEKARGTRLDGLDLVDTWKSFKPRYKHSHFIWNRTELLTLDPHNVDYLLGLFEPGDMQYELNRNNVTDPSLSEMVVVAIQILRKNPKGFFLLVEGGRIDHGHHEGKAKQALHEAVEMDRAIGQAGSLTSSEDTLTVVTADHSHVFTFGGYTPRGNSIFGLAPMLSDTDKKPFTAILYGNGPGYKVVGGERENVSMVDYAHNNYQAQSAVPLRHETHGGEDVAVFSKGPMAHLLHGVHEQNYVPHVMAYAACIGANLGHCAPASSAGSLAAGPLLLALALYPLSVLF
TNAP pNPP inh: blocks human TNAP p-nitrophenol release | purified TNAP, pNPP hydrolysis, absorbance 405 nm | inhibition, % at 20 µM | 21,000 tested, under 10 active | AID 615;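 note: 0% = DMSO only wells and 100% = 1 mM levamisole wells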
Starred values were filed as active, the others as inactive.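 Rule for the calls: active = inhibition above 50% at the 20 µM single-dose screen; inactive = the rest.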 A portion of the library; the hit share may differ from the screen's.

Each structure is followed by: TNAP Pi inh	TNAP pNPP inh
COc1ccccc1OCC(=O)Nc1ccc(O)cc1C(=O)O
    10	-2
CCOC(=O)/C(C#N)=C1/C=Nc2ccccc2N1
    4	-5
CC(C)n1c(SCc2ccc(Cl)cc2)nc2c1c(=O)[nH]c(=O)n2C
    8	6
O=C(COC(=O)c1ccc(Oc2ccccc2)cc1)Nc1nnc(-c2ccccc2)o1
    0	0
CCOC(=O)N1CCN(C(=O)C2CCCN(S(=O)(=O)c3cc(C)ccc3OC)C2)CC1 (configuration not stated)
    11	2
CC(=O)[C@@]1(O)CC[C@H]2[C@@H]3C[C@H](C)C4=CC(=O)CC[C@]4(C)[C@H]3CC[C@@]21C
    -7	-6
CCCC(=O)Nc1cccc(NC(=O)c2ccc3c(c2)OCO3)c1
    -18	4
CCOCCCNc1nc2c([nH]1)c(=O)n(C)c(=O)n2C
    7	2
CCC12CC3CC(C1)CC(C(=O)Nc1nn[nH]n1)(C3)C2
    5	1
COc1ccc(S(=O)(=O)Nc2cccc(NC(C)=O)c2)cc1
    0	0
CC(C)Cn1c(NCCN(C)C)nc2c1c(=O)[nH]c(=O)n2C
    12	4
O=C(O)CCC(=O)NCC1OCCc2ccccc21 (configuration not stated)
    -8	-9
CCc1n[nH]c2c1/C(=N\O)CC(c1ccccc1)C2 (configuration not stated)
    -2	1
CC(=O)c1cccc(NC(=O)CN(c2cccc(F)c2)S(C)(=O)=O)c1
    0	-2
Cc1noc(NS(=O)(=O)c2ccc(N)cc2)c1C
    4	1
CC(C)(C)NC(=O)NC(=O)COC(=O)CNC(=O)c1cccc(F)c1
    5	1
COC(=O)c1cc(-c2cccc(OC)c2)on1
    8	6
COc1ccc(CN2CCN(S(=O)(=O)c3ccc(F)cc3)CC2)cc1OC
    14	3
CCCCOc1ccc(OCCCN2CCOCC2)cc1
    2	0
COC(=O)c1ccccc1OCc1cccc(C)n1
    6	3
O=c1nc(N2CCCCC2)nc2n1CCO2
    2	-8
O=C(c1ccco1)N1CCN(C(c2cccs2)c2nnnn2C2CCCCC2)CC1 (configuration not stated)
    14	4
Cc1cc(C)n(CC(=O)NCc2cc(-c3nn(C)c(=O)c4ccccc34)ccc2C)n1
    10	6
Cc1cccc(C)c1NC1=NC(C)(C)N=C(N)N1
    9	4
Cc1ccc(S(=O)(=O)Cn2nnnc2CN2CCCC3(CCCCC3)C2)cc1
    2	1
COc1ccc(-n2c(COc3ccccc3)nnc2SCC(N)=O)cc1
    7	2
COC(=O)C(C(=O)Nc1ccc(OC)cc1)C1CCCCCC1 (configuration not stated)
    11	3
COc1cccc(Cn2c(Oc3cccc(C)c3)nc3c2c(=O)n(C)c(=O)n3C)c1
    4	2
Oc1ccccc1CN1CCCN(Cc2ccccc2O)C1
    16	4
CN(Cc1ccccc1)Cc1nc2c(c(=O)n(C)c(=O)n2C)n1Cc1ccc(F)cc1
    1	-11
CCCCCCOc1ccc(C(CC(=O)O)C(N)=O)cc1 (configuration not stated)
    -11	6
CC(O)(C#CCN1CCOCC1)c1ccccc1 (configuration not stated)
    9	6
COc1cccc(NS(=O)(=O)c2ccc(NC(C)=O)cc2)c1
    0	0
O=C(Nc1ccc(S(=O)(=O)Nc2nccs2)cc1)C1CCCCC1
    1	-5
CNc1nc(N2CCc3ccccc32)ncc1F
    9	9
CCCCn1c(SCC(=O)NCc2ccco2)nnc1-c1ccco1
    1	-3
CCOc1ccccc1N1CCN(C(=O)c2cccc(-c3ccc(O)cc3)c2)CC1
    10	4
CCCn1nnnc1NCc1ccccc1OCc1cccs1
    12	2
COCCCNC(=O)Nc1ccc(F)cc1F
    20	4
O=C(Nc1ccncc1)c1c(F)cccc1F
    -4	-12
c1ccc2nc(N3CCOCC3)c(N3CCOCC3)nc2c1
    12	3
CCOC(=O)CSc1nnc2n(C3CCCCC3)c(=O)c3c4c(sc3n12)CCCC4
    6	5
Cc1cccn2c(=O)c3cc(C(=O)NCc4ccco4)c(=N)n(C(C)C)c3nc12
    3	-9
CC(CCc1ccccc1)NC(=O)c1ccncc1 (configuration not stated)
    11	-1
Cn1c(=O)c2c(nc(NCc3ccc4c(c3)OCO4)n2Cc2ccc(F)cc2)n(C)c1=O
    14	10
COc1ccccc1NS(=O)(=O)c1ccc(C(=O)OCC(=O)NCc2ccco2)cc1
    -5	-10
Cc1cc(C(=O)Nc2sc(C)c(C)c2C#N)no1
    -14	1
CCN(CC)C(=O)CCCOc1ccc(Cl)cc1Cl
    -5	-9
O=C(NCCCCCNC(=O)c1cccnc1)c1cccnc1
    6	1
COC(=O)CCCC(=O)N1CCOCCN(C(=O)CCCC(=O)OC)CCOCC1
    7	2
Cc1nc(S(=O)(=O)c2ccc(Cl)cc2)c(NCc2ccccc2)o1
    7	3
Cn1c(NCc2ccccc2)nc2c1c(=O)n(Cc1ccccc1)c(=O)n2C
    7	-2
O=C1c2ccccc2C(=O)N1Cc1nc(-c2cccnc2)no1
    12	4
CSC1=C(C#N)C(CC(C)C)C2=C(CCCC2=O)N1 (configuration not stated)
    13	0
CC(=O)c1cc2c(cc1NC(=O)c1cnc(C)cn1)OCO2
    18	2
C/C(N)=C(/C#N)C(=O)CSc1nnc(COc2ccccc2Cl)o1
    5	2
N#Cc1c(-c2cccs2)cc(-c2ccccn2)nc1N
    0	7
c1ccc(-n2c(Cc3cccnc3)nc3cnccc32)cc1
    -8	-7
CCOC(=O)C1=C(N)OC2=C(C(=O)CC(C)(C)C2)C1c1ccccc1OCC#N (configuration not stated)
    8	1
CCn1c(SCC(=O)Nc2nc(C)c(C)s2)nnc1-c1ccco1
    9	4

Remaining list, next part
Each structure is followed by: TNAP Pi inh	TNAP pNPP inh
CCOC(=O)Nc1cc2c(cc1C(C)=O)OCO2
    22	6
c1ccc(C(Cc2nc(-c3ccncc3)no2)c2ccccc2)cc1
    13	2
CCCCn1c(SCC(N)=O)nnc1-c1cc(OC)c(OC)c(OC)c1
    10	-1
CCN1CCCC1CN(Cc1cc2c(C)cc(C)cc2[nH]c1=O)C(=O)NC1CCCCC1 (configuration not stated)
    12	-1
CC(C)(C)NCC(O)COc1ccccc1C(C)(C)C (configuration not stated)
    9	0
COc1cc(C(O)P(=O)(OC2CCCCC2)c2ccc(N(C)C)cc2)cc(OC)c1OC (configuration not stated)
    13	-1
C/C=C/Cn1c(Br)nc2c1c(=O)n(C)c(=O)n2C
    7	-7
Cc1cc(-n2c(C)cc(C(=O)CSc3ccc4c(c3)OCCO4)c2C)no1
    3	2
C=C(C)COc1ccc(-c2n[nH]c(C)c2Oc2ccccc2OC)c(O)c1
    8	-8
Cc1cc(C)nc(N2CCCC(C(=O)Nc3nnc(C)s3)C2)n1 (configuration not stated)
    9	-1
Cc1oc(C)c2c(=O)ccc3c(c12)OC(N)=C(C#N)C3c1ccccc1 (configuration not stated)
    -10	-1
O=C(c1csc2c1CCCC2)N1CCCCC1
    6	1
Cc1ccc(N2C(=O)C3C4C=CC(C4)C3C2=O)cc1 (configuration not stated)
    5	0
CCOC(=O)C(O)(C1C(=O)CC(C)(C)CC1=O)C(F)(F)F (configuration not stated)
    4	-1
CCCCCn1c(N2CCOCC2)nc2c1c(=O)n(CC(N)=O)c(=O)n2C
    1	-5
CCc1ccc(C2=Nn3c(nnc3-c3cccs3)SC2)cc1
    11	3
CC(C)(C)n1nnnc1C(c1ccc(C#N)cc1)N1CCCC2(CCCCC2)C1 (configuration not stated)
    0	0
COc1cc2c(cc1OC)-c1cc(NCc3ccccn3)nc(=O)n1CC2
    6	0
O=S(=O)(c1ccc2nc(Cc3ccccc3)[nH]c2c1)N1CCOCC1
    8	0
CC(=O)c1sc(Nc2ccccn2)nc1C
    4	1
Cc1ccc(S(=O)(=O)c2nc(-c3ccccc3)oc2NCCN2CCOCC2)cc1
    7	-2
COc1ccc(-n2c(N)c(C(=O)NCC3CCCO3)sc2=S)cc1 (configuration not stated)
    8	5
CCN(CC)C(=O)c1cccc(-c2ccc(OC)cc2)c1
    0	0
CCOc1ccc(C(=O)C(c2ccccc2)N2CCOCC2)cc1 (configuration not stated)
    7	3
CC(C)=C(C#N)c1nc2ccccc2s1
    11	3
C=CCNc1nc(NCc2ccccc2)c(C#N)c2c1CN(C)CC2
    6	6
Cc1cnc(C(=O)Nc2cccc(-c3nnc4n3CCCCC4)c2)cn1
    0	0
C=CCn1c(Sc2nncn2C)nc2c1c(=O)[nH]c(=O)n2C
    7	3
COc1cc(CCC(=O)OCc2nnc(-c3ccccc3)o2)cc(OC)c1OC
    8	3
Cc1cccc(N2CC34C=CC(O3)C(C(=O)O)C4C2=O)c1 (configuration not stated)
    2	4

Copied from the results shown, 21 compounds:
Each structure is followed by: TNAP Pi inh	TNAP pNPP inh
Cc1cc(C)nc(N2CCCC(C(=O)Nc3nnc(C)s3)C2)n1 (configuration not stated)
    9	-1
Cc1oc(C)c2c(=O)ccc3c(c12)OC(N)=C(C#N)C3c1ccccc1 (configuration not stated)
    -10	-1
O=C(c1csc2c1CCCC2)N1CCCCC1
    6	1
Cc1ccc(N2C(=O)C3C4C=CC(C4)C3C2=O)cc1 (configuration not stated)
    5	0
CCOC(=O)C(O)(C1C(=O)CC(C)(C)CC1=O)C(F)(F)F (configuration not stated)
    4	-1
CCCCCn1c(N2CCOCC2)nc2c1c(=O)n(CC(N)=O)c(=O)n2C
    1	-5
CCc1ccc(C2=Nn3c(nnc3-c3cccs3)SC2)cc1
    11	3
CC(C)(C)n1nnnc1C(c1ccc(C#N)cc1)N1CCCC2(CCCCC2)C1 (configuration not stated)
    0	0
COc1cc2c(cc1OC)-c1cc(NCc3ccccn3)nc(=O)n1CC2
    6	0
O=S(=O)(c1ccc2nc(Cc3ccccc3)[nH]c2c1)N1CCOCC1
    8	0
CC(=O)c1sc(Nc2ccccn2)nc1C
    4	1
Cc1ccc(S(=O)(=O)c2nc(-c3ccccc3)oc2NCCN2CCOCC2)cc1
    7	-2
COc1ccc(-n2c(N)c(C(=O)NCC3CCCO3)sc2=S)cc1 (configuration not stated)
    8	5
CCN(CC)C(=O)c1cccc(-c2ccc(OC)cc2)c1
    0	0
CCOc1ccc(C(=O)C(c2ccccc2)N2CCOCC2)cc1 (configuration not stated)
    7	3
CC(C)=C(C#N)c1nc2ccccc2s1
    11	3
C=CCNc1nc(NCc2ccccc2)c(C#N)c2c1CN(C)CC2
    6	6
Cc1cnc(C(=O)Nc2cccc(-c3nnc4n3CCCCC4)c2)cn1
    0	0
C=CCn1c(Sc2nncn2C)nc2c1c(=O)[nH]c(=O)n2C
    7	3
COc1cc(CCC(=O)OCc2nnc(-c3ccccc3)o2)cc(OC)c1OC
    8	3
Cc1cccc(N2CC34C=CC(O3)C(C(=O)O)C4C2=O)c1 (configuration not stated)
    2	4

Next entries follow.
Each structure is followed by: TNAP Pi inh	TNAP pNPP inh
O=C(O)Cn1nc(C(F)(F)F)c2c1CCC2
    3	-7
CCOc1ccc(-c2cnc(SCC(N)=O)nc2N)cc1
    16	5
Nn1c(SCC(=O)Nc2ccc(F)cc2F)nnc1C1CCCCC1
    10	2
C/C(=N\O)C(C)(C)NC(=O)Nc1ccc(Cl)cc1
    -2	-1
COc1ccccc1-n1nnnc1SCC(=O)NC1CCCC1
    5	1
CCCCOc1nc(N)nc(-c2ccccc2)n1
    11	4
COc1ccc(CC(=O)Nc2nncs2)cc1OC
    11	4
CCN(CC)S(=O)(=O)c1cccc(C(=O)NC2CCCCC2)c1
    9	4
COc1ccc(S(=O)(=O)N2CCc3ccccc32)cc1C(=O)OCc1c(C)noc1C
    9	-2
O=C(CN1C(=O)c2ccccc2C1=O)Nc1ccc(-c2nc3ccccc3o2)cc1
    20	4
CCOC(=O)c1cc(NC(=O)CSCCO)ccc1Cl
    -1	6
O=C(c1ccc2c(c1)OCO2)N1CCN(c2ccccc2)CC1
    4	4
COc1ccccc1NC(=O)c1cc(C(=O)O)ccc1C(=O)O
    4	2
CCOC(=O)C1CCN(Cc2nc3ccc(Cl)cc3n2CCO)CC1
    8	5
Cc1cc(N2CCN(S(=O)(=O)Cc3ccccc3)CC2)n2ncnc2n1
    0	-8
Cc1ccc(S(=O)(=O)c2c(N)n(/N=C/c3ccco3)c3nc4ccccc4nc23)cc1
    4	-3
COc1ccccc1-n1nnnc1SCC(=O)Nc1cc(C)on1
    4	0
N#CC1=C(N)SC(N)=C(C#N)C1C1CC=CCC1 (configuration not stated)
    10	4
O=S(=O)(c1ccc2c(c1)OCCO2)N1CCC(c2nc3ccccc3[nH]2)CC1
    10	7
CCOC(=O)c1sc(NC(=O)CSc2nnc(-c3ccco3)o2)c(C(=O)OCC)c1C
    7	5
CC(=O)Oc1ccc2oc3c(c2c1)C(=O)CCC3
    -6	4
O=C(NCc1ccc2c(c1)OCO2)C1CCCN1C(=O)Nc1ccccc1 (configuration not stated)
    16	4
CCOC(=O)c1ccccc1NC(=O)CSc1nc2ccccc2n1CC(=O)N1CCCC1
    0	0
COC(=O)CNC(=O)C12CC3(C)CC(C)(CC(C)(C3)C1)C2
    10	4
CC(=O)Nc1ccc2c(c1)CCCN2C(=O)c1ccccc1
    1	0
CCC(C)[C@@H](NC(=O)OC(C)(C)C)c1nnc(S(=O)(=O)Cc2cccc(C)c2)o1 (some centres not stated)
    13	1
CCN(C1CCCCC1)S(=O)(=O)c1cc(C)ccc1OC
    12	2
COC(=O)CSc1nc(C2CC2)nc2ccccc12
    7	2
CCc1cccc2c(=O)c(C(=O)N3CCOCC3)c[nH]c12
    17	0
CCOCCCNS(=O)(=O)c1ccc(Br)cc1
    22	9
CS(=O)(=O)N(CC(=O)N1CCC(C(N)=O)CC1)c1ccc(Oc2ccccc2)cc1
    8	1
CC(Cc1ccccc1)N/C=C1/CC(=O)NC1=O (configuration not stated)
    -6	2
O=C1NC(c2cccs2)Nc2ccccc21 (configuration not stated)
    5	1

Screening results (PubChem BioAssay)
